Screens (PubChem BioAssay)
PfGluPho inh: PfG6PD (Plasmodium falciparum) enzyme inhibition | PfGluPho enzyme, NADPH resazurin-diaphorase fluorescence | inhibition, % at 20 µM | AID 504690 | 350,000 tested, 0.78% active;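 active = inhibition reaching at least a set limit at 20 µM in the primary screen, cut at about 59% in these data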;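 note: 0% = DMSO wells with substrate and 100% = DMSO wells lacking glucose-6-phosphate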
Apaf-1 inh: inhibitors of human Apaf-1 apoptosome; inhibition, % at 20 µM; O14727; reconstituted apoptosome caspase-3 activity, DEVD-Rh110 fluorescence; 330,000 tested, 0.71% active; AID 489030; active = inhibition of at least 40% at 20 µM;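 note: plate controls were DMSO wells for no effect and DEVD-CHO caspase inhibitor wells for full effect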
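Material: biochemical Apaf-1 apoptosome reconstitution. Medium: Hepes buffer, pH 7.5. Also added: cytochrome c activation, bis-DEVD rhodamine 110 substrate. Timing: 30 min compound preincubation, 50 min activation, room temperature. Measured by: rhodamine 110 fluorescence at Ex 480/Em 540 nm.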
SENP6 inh: blocks the human protease SENP6. Q9GZR1. inhibition, % at 10 µM. Recombinant SENP6 catalytic domain, aminoluciferin luminescence. 330,000 tested, 1.8% active;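 active = inhibition above about 50% at the single tested dose, limit read from the data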;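 note: plate controls were DMSO wells with enzyme for no effect and DMSO wells lacking enzyme for full effect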
Target sequence (Q9GZR1 628-1112 limits assumed): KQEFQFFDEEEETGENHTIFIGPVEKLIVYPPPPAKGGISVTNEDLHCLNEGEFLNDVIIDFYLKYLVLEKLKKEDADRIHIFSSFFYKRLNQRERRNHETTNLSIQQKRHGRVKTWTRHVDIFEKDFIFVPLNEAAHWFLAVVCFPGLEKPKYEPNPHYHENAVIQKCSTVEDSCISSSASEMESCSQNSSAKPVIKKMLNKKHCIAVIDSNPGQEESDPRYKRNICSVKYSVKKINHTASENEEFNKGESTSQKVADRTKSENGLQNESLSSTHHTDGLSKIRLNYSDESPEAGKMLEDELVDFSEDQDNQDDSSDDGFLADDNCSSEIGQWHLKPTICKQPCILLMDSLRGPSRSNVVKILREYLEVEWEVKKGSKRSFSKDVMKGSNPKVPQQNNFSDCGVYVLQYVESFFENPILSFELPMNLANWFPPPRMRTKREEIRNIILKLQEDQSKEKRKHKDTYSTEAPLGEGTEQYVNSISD
SENP8 block-1: SENP8 protease inhibition; Q96LD8; purified SENP8, Z-RLRGG-aminoluciferin cleavage, luminescence; inhibition, % at 10 µM; 330,000 tested, 1.2% active; AID 2540; in the data active = inhibition above about 50%
SENP8 block-2: blocks human SENP8 cleavage of Nedd8 substrate; inhibition, % at 20 µM; Q96LD8; 360,000 tested, 0.64% active; AID 602440; recombinant SENP8, Nedd8 substrate fluorescence; in the data active = inhibition mostly above about 40%, no sharp cut-off; inactive = mostly below about 27%
HKDC1 inhibitor: HKDC1 (human) hexokinase inhibition | inhibition, % at 20 µM | Q2TB90 | recombinant HKDC1, G6PDH/diaphorase resazurin coupled fluorescence | 340,000 tested, 0.16% active;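 active = inhibition above about 35% when tested at 20 µM, limit read from the data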;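 note: plate controls were DMSO wells with enzyme for no effect and DMSO wells lacking enzyme for full effect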
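System: Recombinant HKDC1 hexokinase | Amount: HKDC1 at 5 µg/mL | Reagent: Glucose with 1 mM ATP | Doses: Single 20 µM dose | Incubation: Reaction time 90 min, room temperature, protected from light | Signal: Coupled resazurin fluorescence, excitation 525 nm, emission 613 nm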
SENP1 inh: SENP1 (human) catalytic domain inhibition; Q9P0U3; recombinant SENP1 catalytic domain, CyPet-SUMO1-YPet FRET cleavage; inhibition, % at 10 µM; 360,000 tested, 0.21% active; AID 624204;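 active = inhibition at least 30% at 10 µM, raw YFP signal under a set limit, fluorescence ratio 0.5 to 1.5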;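 note: 0% = enzyme with DMSO and 100% = no enzyme wells; some results filed as inactive read as strong as hits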
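Test system: recombinant human SENP1 catalytic domain, His6-tagged / Medium: pH 8 Tris buffer with EDTA, NaCl, BME, BSA, NP40, catalase / Also added: SUMO1 FRET substrate flanked by Cypet and Ypet, 25 nM / Times: 50 min reaction at room temperature / Signal: FRET, CFP and YFP emission / Control set: no-enzyme low control and enzyme-plus-DMSO high control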
SENP7 inh: blocks the human protease SENP7; AID 434973; 330,000 tested, 1.5% active; Q9BQF6; recombinant SENP7, Z-RLRGG-aminoluciferin luminescence, 40 min; inhibition, % at 5 µM;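 active = inhibition above about 50% at the single test dose, limit read from the data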;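 note: plate controls were DMSO with enzyme for no effect and no enzyme buffer wells for full effect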
Target sequence (Q9BQF6 706-1050 limits assumed): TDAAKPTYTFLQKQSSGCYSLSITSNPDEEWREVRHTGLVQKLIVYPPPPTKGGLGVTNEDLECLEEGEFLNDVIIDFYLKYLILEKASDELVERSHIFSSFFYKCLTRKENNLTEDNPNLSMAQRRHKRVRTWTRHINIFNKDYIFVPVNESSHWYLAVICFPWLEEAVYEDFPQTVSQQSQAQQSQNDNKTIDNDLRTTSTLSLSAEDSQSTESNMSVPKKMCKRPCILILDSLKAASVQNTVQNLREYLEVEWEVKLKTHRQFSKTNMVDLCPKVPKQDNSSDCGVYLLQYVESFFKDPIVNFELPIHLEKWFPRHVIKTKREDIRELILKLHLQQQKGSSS
Numbers without * were called inactive; i = inactive; . = no result given.

Short keys: A = PfGluPho inh; B = Apaf-1 inh; C = SENP6 inh; D = SENP8 block-1; E = SENP8 block-2; F = HKDC1 inhibitor; G = SENP1 inh; H = SENP7 inh
COc1ccc(C(=O)Nc2ccc(S(=O)(=O)N3CCc4ccccc43)cc2)cc1
  A: 16; B: -6; C: -5; D: -4; E: 10; F: 1; G: 1; H: -1
COc1cc(/C=C2\SC(=S)N(N3CCOCC3)C2=O)ccc1O
  A: 5; B: -8; C: -7; D: 3; E: 31; F: 10; G: 53*; H: 3
O=C(O)/C=C\C(=O)Nc1ccc(Oc2ccc(Br)cc2)cc1
  A: -20; B: 6; C: 3; D: -6; E: 9; F: 0; G: 0; H: -7
CCOC(=O)c1ccccc1NC(=O)CN1C(=O)c2ccccc2S1(=O)=O
  A: -8; B: -15; C: -13; D: -3; E: 8; F: -8; G: 1; H: 7
COc1ccccc1NC(=O)C1=C(C)Nc2nnnn2C1c1cc(Br)ccc1OC (stereo not drawn)
  A: -22; B: -10; C: 2; D: 0; E: 10; F: 0; G: -1; H: -3
COc1cc2sc3cc(NCC[C@@H]4CCCN4C)ccc3c(=O)c2cc1OC
  A: 38; B: 55*; C: 57*; D: 50*; E: i; F: 8; G: -26; H: 53*
CCN(c1c(C)n(C)n(-c2ccccc2)c1=O)S(C)(=O)=O
  A: 10; B: -1; C: -1; D: -1; E: 32; F: 5; G: 2; H: 3
Cc1ccccc1-c1nnn(CC(=O)NCc2ccc3c(c2)OCO3)n1
  A: 15; B: 2; C: 3; D: 2; E: 16; F: -12; G: 0; H: -2
Cc1cc(C=O)c(C)n1-c1ccc(NC2CCCC2)c([N+](=O)[O-])c1
  A: 18; B: 17; C: -10; D: 0; E: 42*; F: -1; G: 7; H: 5
COC(=O)c1c(C(=O)OC)c(-c2ccccc2)n2c1CS(=O)(=O)C2
  A: -4; B: 0; C: -7; D: -6; E: 14; F: -6; G: -1; H: -4
CC1CCN(C(=O)CSc2nnc(N)s2)CC1
  A: -15; B: 8; C: -14; D: 5; E: 1; F: 1; G: 0; H: 9
Cc1nnc(NC(=O)CCn2c(=O)oc3ccc(Cl)cc32)s1
  A: 2; B: -15; C: 1; D: -8; E: 12; F: 1; G: 0; H: -1
C=C1/C(=C\C=C2/CCC[C@]3(C)[C@@H]([C@H](C)CCCC(C)(C)O)CC[C@@H]23)C[C@@H](O)C[C@@H]1O
  A: .; B: 31; C: 0; D: -7; E: .; F: .; G: .; H: 7
O=Cc1ccc(OCc2nnsc2Cl)cc1
  A: 9; B: -6; C: -3; D: -9; E: 12; F: -5; G: 1; H: -6
Cc1[nH]c2ccccc2c1C(=O)CSc1nc2ccccc2c(=O)n1CCCN1CCOCC1
  A: 20; B: 31; C: -21; D: -7; E: 23; F: -3; G: 0; H: -7
COc1ccccc1CCC(=O)Nc1cccc(S(=O)(=O)N2CCCCCC2)c1
  A: 9; B: 19; C: -6; D: 8; E: 5; F: 1; G: -1; H: -2
CCOC(=O)N1CCN(C(=O)COc2ccc(Br)cc2)CC1
  A: -17; B: 6; C: -25; D: 1; E: 37; F: -2; G: 0; H: 3
O=C(CCS(=O)(=O)c1ccc(F)cc1)Nc1nc(-c2ccncc2)cs1
  A: 61*; B: 8; C: -5; D: -1; E: 5; F: 2; G: 3; H: 7
CC(=O)C1=C(O)C(=O)N(CCCN2CCOCC2)C1c1ccccc1[N+](=O)[O-] (stereo not drawn)
  A: -1; B: 1; C: 5; D: 10; E: .; F: 14; G: .; H: -2
Cc1cc(C(=O)CN2C(=O)NC(c3ccccc3)(c3ccccc3)C2=O)c(C)n1Cc1ccccc1
  A: -14; B: 20; C: -13; D: 5; E: 1; F: 1; G: 0; H: 3
CCOc1ccc(C(C(=O)NCC2CCCO2)N(C(=O)c2snc(C(N)=O)c2N)c2ccccc2F)cc1 (stereo not drawn)
  A: 8; B: 14; C: 19; D: -3; E: -296; F: -2; G: -35; H: 0
Cc1ccccc1-c1cc(C(=O)NCC2CC2)nn1CC1CC(c2cccc([N+](=O)[O-])c2)=NO1 (stereo not drawn)
  A: 8; B: 15; C: -2; D: 3; E: 12; F: 8; G: 2; H: 3
O=C(CSc1nnc(-c2cccnc2)n1-c1ccccc1)Nc1ccc2c(c1)OCO2
  A: 1; B: -8; C: -16; D: 10; E: 7; F: -6; G: 1; H: -7
O=C(O)c1cc(N2C(=O)CCC2=O)ccc1Cl
  A: 0; B: -3; C: 3; D: 4; E: 26; F: -2; G: 0; H: 5
CCOc1ccccc1NC(=O)C1=C(C)NC(=S)NC1c1cccs1 (stereo not drawn)
  A: -2; B: .; C: .; D: .; E: 2; F: -10; G: 0; H: .
O=C(NCCN1CCCC1)C1CC(=O)N(C2CCCCC2)C1 (stereo not drawn)
  A: -8; B: 8; C: 0; D: -1; E: 34; F: -5; G: -3; H: 10
COc1cccc(CC(=O)Nc2nc3c(s2)C(=O)CC(C)(C)C3)c1
  A: -15; B: 3; C: -13; D: -9; E: -11; F: -9; G: -5; H: 8
CC(CCc1ccccc1)NC(=O)COC(=O)c1cccs1 (stereo not drawn)
  A: -5; B: -10; C: 11; D: 5; E: 2; F: -6; G: 2; H: 7
COc1cccc(NC(=O)c2ccc3c(SCC(=O)O)c4c(nc3c2)CCCC4)c1
  A: -25; B: 17; C: -8; D: -3; E: -38; F: 13; G: 1; H: -10
CCC1(c2ccc(F)cc2)NC(=O)N(CC(=O)N2c3ccccc3NC(=O)CC2C)C1=O (stereo not drawn)
  A: 0; B: 4; C: -6; D: 2; E: 10; F: -3; G: 0; H: 5
O=C(Nc1ccc(C(F)(F)F)cc1)C1CCN(S(=O)(=O)c2ccc(N3CCCC3=O)cc2)CC1
  A: 30; B: -5; C: 1; D: -2; E: 5; F: -2; G: 0; H: -3
CCSc1nnc(NC(=O)[C@H](C)N2C(=O)C3CC=CCC3C2=O)s1 (stereo partly drawn)
  A: -12; B: -12; C: 7; D: -6; E: -1; F: -11; G: 2; H: -2
CCOC(=O)c1ccc([N+](=O)[O-])cc1NC(C)=O
  A: -8; B: 2; C: -2; D: -6; E: 32; F: -8; G: 1; H: -9
COc1cccc(CNC(=O)c2ccncc2)c1
  A: -7; B: 6; C: -10; D: -12; E: 1; F: 0; G: -1; H: -9
CCCOc1ccc(OCCn2nc(C(=O)O)c3ccccc3c2=O)cc1
  A: 10; B: 11; C: 6; D: 1; E: 11; F: 0; G: 0; H: 4
C/C(=N\O)c1cccc(Br)c1
  A: -2; B: -2; C: -22; D: -4; E: 0; F: -3; G: -1; H: 13
COc1ccc(N2CCN(S(=O)(=O)CCNS(=O)(=O)c3ccccc3)CC2)cc1
  A: 4; B: 7; C: 3; D: 3; E: 0; F: -2; G: 1; H: -2
Cc1ccc(Cl)cc1NC(=O)Cn1nc(-c2cccs2)ccc1=O
  A: -9; B: 11; C: 0; D: 3; E: -46; F: -5; G: 0; H: 6
COc1ccc(CC(=O)NCc2cn3ccsc3n2)cc1
  A: -11; B: 6; C: -8; D: 1; E: 4; F: -3; G: 7; H: 0
COc1ccc(F)cc1S(=O)(=O)Nc1ccncc1
  A: -16; B: -5; C: -12; D: -7; E: -1; F: 6; G: -1; H: -12
CCO[C@H]1OC(C(=O)N2CCN(C)CC2)=C[C@@H](c2ccc(C(F)(F)F)cc2)[C@@H]1CCCO
  A: 11; B: 6; C: -5; D: -1; E: 2; F: -5; G: -1; H: 10
O=C(C1CCCN1S(=O)(=O)c1ccc(Cl)cc1)N1CCOCC1 (stereo not drawn)
  A: 0; B: 13; C: 6; D: 2; E: 17; F: -7; G: 2; H: -5
O=C(Cn1c(=O)cnc2ccccc21)Nc1cccc(S(=O)(=O)N2CCOCC2)c1
  A: 6; B: 1; C: -17; D: -5; E: -191; F: 6; G: -10; H: -6
O=S(=O)(NCc1ccccc1)c1ccccc1NCCc1ccccc1
  A: -1; B: 27; C: .; D: .; E: -53; F: 0; G: 1; H: 6
O=C(/C=C/Nc1ccc(Br)cn1)c1cccc(OC(F)F)c1
  A: -2; B: -3; C: 40; D: 49; E: -263; F: -5; G: -40; H: 62*
Cc1ccc2nc(-c3ccccc3C)oc(=O)c2c1
  A: 4; B: 9; C: 7; D: -41; E: -162; F: 2; G: 4; H: 2
COc1cccc(-n2nnc3c(=O)n(CC(=O)Nc4cc(C)on4)cnc32)c1
  A: 2; B: -13; C: -4; D: 0; E: -237; F: -6; G: 1; H: -5
Cc1ccc(S(=O)(=O)N2CCN(S(=O)(=O)c3ccccc3)C2c2ccc(N(C)C)cc2)cc1 (stereo not drawn)
  A: 2; B: 5; C: -13; D: -2; E: 11; F: 0; G: 2; H: -4
C=CCCC(=O)N1C[C@H]2CON(C)[C@H]2C[C@H]1c1cccc(Nc2ccccc2)c1
  A: 21; B: .; C: .; D: .; E: 5; F: -8; G: -1; H: .
Cc1noc(C)c1CSc1nnnn1-c1ccc(Cl)cc1
  A: 0; B: -4; C: -13; D: -2; E: 6; F: -4; G: 1; H: -5

Record cards, as listed above.
`Cc1ccc2nc(-c3ccccc3C)oc(=O)c2c1` across the screens: PfGluPho inh = 4; Apaf-1 inh = 9; SENP6 inh = 7; SENP8 block-1 = -41; SENP8 block-2 = -162; HKDC1 inhibitor = 2; SENP1 inh = 4; SENP7 inh = 2
`COc1ccc(CC(=O)NCc2cn3ccsc3n2)cc1` across the screens: PfGluPho inh = -11; Apaf-1 inh = 6; SENP6 inh = -8; SENP8 block-1 = 1; SENP8 block-2 = 4; HKDC1 inhibitor = -3; SENP1 inh = 7; SENP7 inh = 0

(next part)
Short keys: A = PfGluPho inh; B = Apaf-1 inh; C = SENP6 inh; D = SENP8 block-1; E = SENP8 block-2; F = HKDC1 inhibitor; G = SENP1 inh; H = SENP7 inh
CCOC(=O)C1=C(N)OC2=C(C(=O)CC(C)(C)C2)C1c1ccccc1OC (stereo not drawn)
  A: -6; B: -16; C: -9; D: -3; E: 11; F: -4; G: 4; H: -6
CCN(C(=O)COC(=O)c1c(-c2ccccc2)noc1C)C1CCS(=O)(=O)C1 (stereo not drawn)
  A: -1; B: -5; C: -5; D: 0; E: 20; F: -3; G: 0; H: -8
COc1ccc(C(=O)Nn2c(SCC(=O)c3ccc(Cl)cc3)nc3ccccc3c2=O)cc1
  A: -7; B: 3; C: 7; D: 6; E: 0; F: -5; G: -12; H: 5
O=C(Nc1nn[nH]n1)c1ccc(S(=O)(=O)N2CCCCC2)cc1
  A: -36; B: -6; C: -8; D: -3; E: 9; F: 13; G: 1; H: -4
